KLF5 inh: kruppel-like factor 5 inhibition; DLD-1 KLF5 promoter-luciferase reporter, luminescence; inhibition, % at 5 µM; 290,000 compounds, 0.23% hits; AID 1700;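 active = inhibition above a per-plate limit of that plate's mean compound inhibition plus 3 SD, cut at about 60% in these data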;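 also: 0% = DMSO wells and 100% = LY294002 at 200 µM; higher means less KLF5 promoter-driven luciferase light; inactives centre near -14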
GSK3 alpha inh: human GSK-3 alpha kinase inhibition; P49840; ADP-Glo luminescence, 60 min; inhibition, % at 10 µM; 320,000 compounds, 0.1% hits; AID 2650;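 in the data active = inhibition above about 50%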;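 also: GST-tagged GSK-3 alpha with peptide substrate and 25 µM ATP; 0% = DMSO neutral wells and 100% = GW8510 positive control wells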
Target sequence (P49840 whole entry, looked up): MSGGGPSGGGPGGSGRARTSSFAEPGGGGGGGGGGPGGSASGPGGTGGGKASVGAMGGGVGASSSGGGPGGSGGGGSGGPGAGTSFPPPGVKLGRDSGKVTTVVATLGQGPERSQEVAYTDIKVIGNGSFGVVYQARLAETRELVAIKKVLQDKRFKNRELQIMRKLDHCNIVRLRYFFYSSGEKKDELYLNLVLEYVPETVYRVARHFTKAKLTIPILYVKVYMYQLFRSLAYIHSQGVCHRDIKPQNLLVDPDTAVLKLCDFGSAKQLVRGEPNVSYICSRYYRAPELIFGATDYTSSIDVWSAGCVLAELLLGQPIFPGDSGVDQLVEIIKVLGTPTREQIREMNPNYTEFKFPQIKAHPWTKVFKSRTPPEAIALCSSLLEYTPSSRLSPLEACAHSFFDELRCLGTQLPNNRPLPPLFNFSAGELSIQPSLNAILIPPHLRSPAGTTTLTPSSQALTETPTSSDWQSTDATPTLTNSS
aSyn UTR inh: 5' untranslated region of α-synuclein, MLPCN primary screen. AID 1813. inhibition, % (tested at 7.5 µM). alpha-synuclein 5'UTR reporter, inhibitor activity. 300,000 compounds, 0.82% hits; in the data active = inhibition above about 60%;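 also: H4 neuroglioblastoma cells stably carrying SNCA 5'UTR luciferase fusion; 0% = DMSO wells and 100% = positive control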
AI-2 QS modul: modulators of Vibrio harveyi AI-2 quorum sensing system | Vibrio harveyi JMH597 AI-2 luminescence/OD600 ratio, 9 h; hits give low values; strain lacks LuxN and CqsS sensors; 0 = neutral-control median | activity change, % at 7.5 µM | 300,000 compounds, 0.4% hits | AID 2094; in the data active = activity change below about -75%, passing the limit was not always enough;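 also: luminescence divided by OD600 gain over 9 h not by final OD600 alone; inactives centre near 13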
GSK3beta inhib: blocks human GSK3beta kinase activity. P49841. GST-GSK3beta kinase, ADP-Glo luminescence, 60 min; hits give low values. activity score (negative = inhibition), % at 10 µM. 300,000 compounds, 0.038% hits;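 active = more than half of replicate wells score below -50%, meaning over 50% inhibition versus plate controls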;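 also: 0% = median DMSO wells and -100% = median GW8510 positive control wells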
Target sequence (P49841 whole entry, looked up): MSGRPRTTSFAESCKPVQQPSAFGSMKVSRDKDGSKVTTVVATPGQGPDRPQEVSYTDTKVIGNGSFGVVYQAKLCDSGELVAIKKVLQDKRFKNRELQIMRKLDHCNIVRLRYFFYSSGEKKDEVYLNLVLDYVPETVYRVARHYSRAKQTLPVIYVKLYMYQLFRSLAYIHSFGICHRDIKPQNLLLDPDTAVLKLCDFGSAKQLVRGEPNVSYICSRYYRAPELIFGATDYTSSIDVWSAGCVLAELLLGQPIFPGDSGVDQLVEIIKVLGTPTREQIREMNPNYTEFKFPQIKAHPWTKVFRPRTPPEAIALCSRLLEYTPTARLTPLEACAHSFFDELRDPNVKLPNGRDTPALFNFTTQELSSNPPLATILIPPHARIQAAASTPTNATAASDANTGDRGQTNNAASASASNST
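Test system: GST-fused GSK3beta enzyme, cell-free | Quantity: 1.6 ng GST-GSK3beta enzyme per well | Reagent: 25 µM ATP with peptide substrate | Schedule: 60 min enzyme reaction, room temperature | Signal: Luminescent ADP-Glo measurement of ADP formed | Read-out basis: Score relative to plate controls | Control set: DMSO and 20 µM GW8510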
HSP90 refold inh: blocks HSP90-mediated luciferase refolding in reticulocyte lysate. 290,000 compounds, 0.91% hits. AID 1789. inhibition, % at 5.6 µM. Rabbit reticulocyte lysate, luciferase refolding luminescence, 3 h;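 active = inhibition above the screen-wide mean plus 3 SD, computed separately per campaign, cut at about 16% in these data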;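 also: 0% = DMSO wells and 100% = 60 µM geldanamycin wells; inhibitors lower the luminescence because luciferase stays unfolded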
HSF-1 act: increases HSF-1 driven luciferase reporter signal; NIH3T3-HGL HSF-1 luciferase reporter, MG132, 8 h; 100% = twice DMSO control signal; activation, % at 9 µM; 300,000 compounds, 1.7% hits;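 active = mean replicate activation of at least 50% with a set share of replicates each reaching 50%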;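 also: 0% = median of the neutral control wells and 100% = twice that signal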
HSF1 inh: HSF1 inhibition; NIH3T3-HGL HSE-luciferase, MG132-induced, luminescence 8 h; hits give low values; activity change, negative = inhibition, % at 7.5 µM (by protocol); AID 2098; 300,000 compounds, 0.77% hits;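 active = more than half of replicate wells show activity change below -50%, luminescence cut by over half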;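 also: luciferase reports HSF-1 transcriptional activity via heat shock element; 0% = median of DMSO wells and -100% = zero luminescence signal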
IEC-6 cytotox: counter-screen for KLF5 inhibitors: cytotoxicity in IEC-6 cells; IEC-6 cytotoxicity, luminescence viability; inhibition, % at 5 µM; 290,000 compounds, 0.78% hits; in the data active = inhibition above about 22%;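 also: 0% = plate median of test compound wells and 100% = cytotoxic reference compound wells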
PolyA inh: blocks polyadenylation in yeast reporter cells. S. cerevisiae SKY197-pL101 polyadenylation reporter, beta-gal luminescence; efflux-impaired pdr1/pdr3 knockout yeast; score 100 = 6 SD above DMSO. calls only at 12 µM. 300,000 compounds, 0.02% hits. AID 1875;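 active = lowest replicate activity score at least 50, where 100 means six control SD above control mean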;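 also: yeast exposed to compound for 9 h at 30 °C; higher score means more reporter readthrough which indicates perturbed polyadenylation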
* hit, by the source's call; i = inactive; . = not tested or not shown. This is a subset, so the mix of outcomes need not match the whole.

SMILES	KLF5 inh	GSK3 alpha inh	aSyn UTR inh	AI-2 QS modul	GSK3beta inhib	HSP90 refold inh	HSF-1 act	HSF1 inh	IEC-6 cytotox	PolyA inh
CC(C(=O)Nc1ccccc1C(=O)N1CCCC1)n1nnc2ccccc21 (stereo unspecified)	-4	-1	12	.	.	0	-12	-4	-8	i
CCN(CC)c1ccc(NC(=O)C2CC3CCC2C3)cc1 (stereo unspecified)	-19	-1	-68	-18	-5	0	0	9	7	i
O=C(NCc1ccccc1Cl)NC(=O)c1csc([N+](=O)[O-])c1	-9	-3	7	19	-3	-3	-17	4	2	i
CC(=O)N(C(C)=O)c1c(C#N)c(C)n(-c2ccccc2)c1C(=O)c1ccccc1	-2	-1	1	18	1	-1	-9	-13	3	i
Fc1cccc(CN2CCN3CCCC3C2C2CCCCC2)c1 (stereo unspecified)	-18	3	-12	11	0	-2	17	5	2	i
Cc1ccc(C)c(NC(=O)CSc2nc3c(oc4ccccc43)c(=O)n2-c2ccccc2)c1	-20	-2	10	17	4	4	9	4	-2	i
Cc1ccc(/C([O-])=C(/C(=S)NCc2ccccc2)[n+]2ccccc2)cc1[N+](=O)[O-]	-34	-2	6	11	1	-2	-13	-3	-7	i
COc1ccc(CN2CC(=O)N(c3ccc(Cl)cc3)C2=S)cc1OC	-7	-2	29	14	2	0	8	1	1	i
C=CCc1ccccc1OCC(O)CN1CCN(c2ccc(C)cc2)CC1 (stereo unspecified)	8	-1	1	9	0	4	13	0	-4	i
CCN(C(=O)COC(=O)CSc1cc(C)c2ccccc2n1)c1ccccc1	.	-1	-23	15	1	.	6	-4	.	i
O=C(C1CCCCN1S(=O)(=O)c1ccccc1)N1CCCCC1 (stereo unspecified)	-39	.	7	35	-1	-5	3	1	2	i
Cc1cc(C)cc(-c2nnc(SCC(=O)NCc3cccs3)o2)c1	7	0	27	9	2	3	12	13	6	i
CCn1c(CSCc2ccc(Cl)cc2)n[nH]c1=S	-6	3	16	12	0	-3	20	5	-11	i
Cc1cccc(N2CCCn3c2nc2c3c(=O)[nH]c(=O)n2C)c1	-39	0	-5	10	-5	7	1	-4	12	i
O=c1[nH]c2ccc(NCc3ccc(OCc4ccccc4Cl)cc3)cc2[nH]1	-74	-2	-80	26	-2	-3	35	17	-3	i
Cc1cc(S(=O)(=O)Cc2noc(-c3c(C)noc3C)n2)c(C)cc1Cl	0	2	5	19	2	0	0	-3	0	i
Cc1ccc(S(=O)(=O)Nc2c(C)nn(C)c2C)c(C)c1	.	-3	0	16	1	.	-14	-3	.	i
O=[N+]([O-])c1c(C(Cl)Cl)nn(-c2ccccc2)c1N1CCOCC1	-17	-2	20	30	-2	4	-12	-2	-2	.
COc1ccc(CCn2c(-c3ccc(Cl)cc3)n[nH]c2=S)cc1OC	-41	0	0	-19	-3	1	10	-8	-6	i
O=C(C1CCCC1)N1CCN=C1SCc1cccc([N+](=O)[O-])c1	-53	0	-21	27	2	-1	22	8	0	i
Cn1c(SCc2ccccc2Cl)nc2c1c(=O)[nH]c(=O)n2C	-40	-1	31	12	0	0	2	2	-2	i
CC(=O)O/N=C(/c1nonc1N)N(C)C	-49	2	4	13	0	-2	-9	-14	2	i
CC(C)Cn1c(-c2csc3ccccc23)n[nH]c1=S	-17	.	20	-8	1	-1	6	7	5	i
Cc1cc(C)c(S(=O)(=O)NCC(=O)NCc2cc(=O)n(C)c(=O)n2C)c(C)c1	-22	-4	1	53	0	-4	-27	-7	-2	i
C=CCn1c(SCC(=O)c2cccs2)nnc1-c1cccc(OC)c1	-1	-2	11	-2	-2	1	15	3	0	i
O=C(COC(=O)CN1C(=O)C(=O)c2ccccc21)OCN1C(=O)c2ccccc2C1=O	-8	-4	1	21	2	-4	-12	-5	1	i
COC(=O)c1ccc(NC(=O)c2cccc(OC)c2)cc1	-94	9	-255	13	-3	1	22	10	5	i
COCCN1Cc2cccc(C(=O)NCc3cccnc3)c2C1=O	-30	-3	-6	11	2	1	-11	-4	4	i
CC(C)(O)C#Cc1ccc(CN2CCC(n3nccc3NC(=O)C3CC3)CC2)cc1	-26	-1	-4	27	.	-2	7	-4	-6	i
CN(C(=O)C1CCCCC1)C1(C)CCS(=O)(=O)C1 (stereo unspecified)	.	0	9	4	-3	.	-9	-1	.	i
O=C(O)C1(c2ccccc2)CCN(S(=O)(=O)c2ccccc2)CC1	-10	-1	7	8	-2	2	4	-3	-1	i
O=C1CC(c2ccccc2)C(C(=O)Nc2ccccc2F)N1 (stereo unspecified)	-7	.	5	18	5	4	8	4	4	i
CC(C)CCN(C(=O)c1csnn1)C(C(=O)NC1CCCC1)c1ccccc1 (stereo unspecified)	-16	-1	-6	18	1	2	44	13	-9	i
CC1CCCN(C(=O)Cn2cnc3c2c(=O)n(C)c(=O)n3C)C1 (stereo unspecified)	-40	-1	6	-4	2	2	-8	-3	2	i
Cn1c(N)c(C(=O)COC(=O)CSc2cccc3cccc(Cl)c23)c(=O)n(C)c1=O	-10	-1	-4	18	0	-1	-11	-10	-3	i
COc1cccc(C2C(C#N)=C(N)N(c3ncn[nH]3)C3=C2C(=O)CCC3)c1 (stereo unspecified)	-33	-1	4	20	3	2	19	5	-5	i
CC1CCCN(C(=O)CN2CCN(C(=O)c3ccco3)CC2)C1 (stereo unspecified)	-38	1	0	-2	-3	0	13	2	-5	i
O=C(c1cc(COc2c(F)cccc2F)on1)N1CCN(C2CCCCC2)C(=O)C1	-27	-1	24	1	4	-1	1	4	3	i
CC(=O)c1ccccc1OCC(O)CNC1CCCC1 (stereo unspecified)	-26	-12	-10	15	2	-2	-3	-7	-4	i
Nn1c(COc2ccccc2F)nnc1SCC(=O)NC1CCCCC1	.	-3	9	3	0	.	-35	-14	.	i

Two compounds picked at random from those above, as already listed:
SMILES	KLF5 inh	GSK3 alpha inh	aSyn UTR inh	AI-2 QS modul	GSK3beta inhib	HSP90 refold inh	HSF-1 act	HSF1 inh	IEC-6 cytotox	PolyA inh
CCN(CC)c1ccc(NC(=O)C2CC3CCC2C3)cc1 (stereo unspecified)	-19	-1	-68	-18	-5	0	0	9	7	i
CC(=O)c1ccccc1OCC(O)CNC1CCCC1 (stereo unspecified)	-26	-12	-10	15	2	-2	-3	-7	-4	i

New compounds follow.
SMILES	KLF5 inh	GSK3 alpha inh	aSyn UTR inh	AI-2 QS modul	GSK3beta inhib	HSP90 refold inh	HSF-1 act	HSF1 inh	IEC-6 cytotox	PolyA inh
CC(=O)NCc1ccc(C(=O)O)cc1	-17	-1	0	28	0	1	-8	-4	-3	i
O=C(CSc1ncnc2[nH]ncc12)Nc1cccc(Oc2ccccc2)c1	-26	4	-4	-40	1	2	-7	-6	-3	i
COC(=O)c1ccc(OCCN2CCCCCC2)cc1	-15	.	-20	16	-3	4	-2	-6	-5	i
COc1cc(C2Nc3cccc4cccc(c34)N2)cc(OC)c1O	-7	-1	.	.	.	-2	.	.	-1	.
C/C=C(\C)C(=O)Nc1cccc(C2=NOC3(C2)C[C@H](C(N)=O)N(C(=O)CC#N)C3)c1 (stereo partly specified)	.	0	3	8	-1	.	-10	0	.	i
O=C(CSc1ncnc2ccccc12)Nc1ccc2c(c1)OCCO2	-38	-3	-43	14	0	1	5	4	3	i
NC(=O)C1CCN(C(=O)COCc2cc(-c3ccc4c(c3)OCO4)on2)CC1	-26	1	-17	39	-4	-1	33	20	0	i
COc1ccc(NC(=O)/C=C2\SC(=O)NC2=O)cc1	-58	-4	-12	28	-1	-2	18	-3	-2	i
Clc1cccc(Cl)c1Cn1cnc2c(NCc3ccco3)ncnc21	3	-1	38	23	2	-1	24	-3	-2	i
COc1cc(/C=N\Nc2nncn2N)ccc1OC(C)=O	-15	-3	20	-1	0	-1	56*	28	0	i
CC(=O)Nc1nc(C)c(C(C)(C)C)s1	-21	-4	4	0	1	2	-9	5	6	i
C=CCn1c(SCC(=O)OCC)nc2cc(C(=O)NCc3ccco3)ccc2c1=O	-30	0	-2	16	2	1	37	23	-7	i
CCOCCn1c(N2CCN(c3ccccc3)CC2)nc2c1c(=O)[nH]c(=O)n2C	-20	4	-3	17	-2	5	20	-5	-2	i
O=C1C2C3C=CC(C3)C2C(=O)N1c1ccc(Cc2ccncc2)cc1 (stereo unspecified)	2	-1	-16	-6	3	0	-1	3	4	i
O=C(CCn1[nH]c(=O)c2ccccc2c1=O)OC1CCCCC1	-19	-1	-15	20	2	2	-4	0	-2	i
CC(=O)NC(CCCCNC(=S)NC1CCCCC1)C(=O)O (stereo unspecified)	-12	-1	3	4	1	1	25	1	1	i
CC(OC(=O)c1ccc2c(c1)C(=O)N(Cc1ccncc1)C2=O)C(=O)Nc1cccc(Cl)c1Cl (stereo unspecified)	-10	.	-6	25	-1	-2	-16	-2	-5	i
Cc1ccc(C)n1-n1c(C)nc2sc(-c3ccccc3)cc2c1=O	-110	-1	-105	34	-1	2	6	23	3	i
S=c1[nH]nc(-c2cccnc2)n1-c1ccc2c(c1)OCCO2	-25	1	-31	21	3	0	32	8	-10	i
O=C(C1=C(O)C(=O)N(CC2CCCO2)C1c1ccc(Cl)cc1)c1ccco1 (stereo unspecified)	-24	-2	22	18	0	-2	-8	3	2	i
O=C(NCC(c1ccco1)N1CCOCC1)c1ccc(F)c(F)c1 (stereo unspecified)	.	-2	6	20	-7	.	10	2	.	i
Cc1cc(C)c(NC(=O)COC(=O)CSc2ccc(Br)cc2C)c(C)c1	-37	12	-18	12	0	0	-9	-1	0	i
O=C(Oc1ccc(C(=S)N2CCOCC2)cc1)c1ccccc1	-16	-2	9	12	-2	2	0	-6	-1	i
c1ccc2oc(-c3nn4c(Cn5cnc6ccccc65)nnc4s3)cc2c1	.	0	5	13	3	.	17	-8	.	i
Cc1nc(-c2ccc(NS(C)(=O)=O)cc2)cs1	15	-4	.	.	.	-1	.	.	-1	.
Cc1onc(-c2ccccc2Cl)c1C(=O)O/N=C(\N)c1ccccc1	4	1	-34	6	-3	0	2	-1	12	i
Cc1onc(-c2c(Cl)cccc2Cl)c1C(O)c1ccccc1 (stereo unspecified)	-19	1	3	-2	1	-1	18	-2	-5	i
O=C(Cn1c(=O)sc2ccccc21)Nc1ccccc1	-21	0	20	13	-1	1	-3	-4	3	i
O=C1C(=O)N(CCCN2CCOCC2)C(c2ccc(F)cc2)/C1=C(\O)c1ccc2c(c1)OCCO2 (stereo unspecified)	14	-1	-9	6	1	2	-6	-6	-1	i
Cc1cccc(Cn2ccc(-c3ccc(Cl)cc3)c(C#N)c2=O)c1	3	-2	.	20	2	-1	.	.	-1	i
O=C1NCCCc2c1no[n+]2[O-]	-12	-1	18	34	0	0	5	-9	-2	i
COc1cc([N+](=O)[O-])c2nccnc2c1	-12	2	-32	1	0	-1	-4	-4	3	i

Screens from PubChem.
